GLP1R inv ag: qHTS of GLP-1 Receptor Inverse Agonists (Inhibition Mode). AID 624417, 2012. actives 1.6% (n = 410,000). HEK293 GLP-1R CRE-luciferase, luminescence, 24 h; GLP-1R form is constitutively active. Potency, µM (series often up to 38.3 µM), for inactives: at the top dose activity change, negative = inhibition, most hits filed as inhibitors. Glucagon-like peptide 1 receptor (Homo sapiens), P43220; also: potency is read from the fitted curve at half-maximal effect; % is scaled to controls: 0 for no effect and ±100 for the full control effect; nearly all actives have a fitted effect of over 55% in size
Target sequence (P43220 whole entry, looked up): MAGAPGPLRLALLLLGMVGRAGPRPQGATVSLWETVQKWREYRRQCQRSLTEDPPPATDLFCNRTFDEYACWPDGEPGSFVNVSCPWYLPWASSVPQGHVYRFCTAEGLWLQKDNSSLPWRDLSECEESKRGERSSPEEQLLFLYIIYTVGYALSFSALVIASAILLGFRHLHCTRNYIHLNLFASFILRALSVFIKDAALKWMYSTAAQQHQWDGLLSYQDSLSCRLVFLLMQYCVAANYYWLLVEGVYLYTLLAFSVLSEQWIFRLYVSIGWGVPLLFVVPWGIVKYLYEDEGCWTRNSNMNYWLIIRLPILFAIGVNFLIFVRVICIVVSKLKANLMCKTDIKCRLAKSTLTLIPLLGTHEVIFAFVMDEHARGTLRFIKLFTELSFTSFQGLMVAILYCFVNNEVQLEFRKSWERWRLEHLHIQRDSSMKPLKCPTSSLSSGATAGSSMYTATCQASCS
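Constitutively active GLP-1R drives a cAMP-responsive luciferase in stably transfected HEK293 cells; test compounds are added after overnight (12 h) attachment and left 24 hr, and signal loss in luminescence marks inhibition.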
TDP43 rescue: qHTS of TDP-43 Inhibitors | TDP-43 expressing yeast growth rescue, BacTiter-Glo, 24 h | Potency, µM (doses to about 46.1 µM), for the others: at the top dose growth rescue (activation), hits mostly activators | actives 1.8% (n = 410,000); also: potency is read from the fitted curve at half-maximal effect; % of control where 0% means no effect; nearly all actives have a fitted effect of over 50% in size
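In this qHTS, compounds that restore growth of yeast expressing TDP-43 appear as activators. Cells (OD600=0.02, galactose medium, raffinose-pregrown) are incubated with compound 24 hr at 30 deg C and growth is quantified by BacTiter-Glo.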
PTHR1 agonist: qHTS for PTHR1 Agonists: Primary Screen; Potency, µM (doses to about 115 µM), without a hit: at the top dose activation, usual class: activators; AID 743266, 2014; actives 0.075% (n = 410,000); Parathyroid hormone/parathyroid hormone-related peptide receptor (Homo sapiens), Q03431; HEK293 GP2 PTHR1 cells, GloSensor cAMP luminescence, 1 h; also: potency is read from the fitted curve at half-maximal effect; nearly all actives have a fitted effect of over 55% in size; some results filed as inactive show a strong effect at the top dose; inactives centre near -15; many of its hits are not listed in these tables
Target sequence (Q03431 whole entry, looked up): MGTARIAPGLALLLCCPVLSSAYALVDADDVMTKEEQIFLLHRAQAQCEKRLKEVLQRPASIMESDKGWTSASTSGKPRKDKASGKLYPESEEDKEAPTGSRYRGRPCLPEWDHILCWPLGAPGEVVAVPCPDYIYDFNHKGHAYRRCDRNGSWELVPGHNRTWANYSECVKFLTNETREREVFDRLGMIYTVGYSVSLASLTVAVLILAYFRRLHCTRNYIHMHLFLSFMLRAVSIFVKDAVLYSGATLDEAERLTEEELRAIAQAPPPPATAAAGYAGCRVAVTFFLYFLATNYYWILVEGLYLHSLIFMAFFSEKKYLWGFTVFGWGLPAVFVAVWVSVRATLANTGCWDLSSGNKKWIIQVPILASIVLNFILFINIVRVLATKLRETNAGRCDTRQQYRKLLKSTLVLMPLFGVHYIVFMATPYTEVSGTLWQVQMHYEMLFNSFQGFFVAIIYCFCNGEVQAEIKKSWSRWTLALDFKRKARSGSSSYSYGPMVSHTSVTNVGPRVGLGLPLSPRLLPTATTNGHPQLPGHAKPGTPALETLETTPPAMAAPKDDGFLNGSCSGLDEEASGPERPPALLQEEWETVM
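HEK-293-derived GP2 cells expressing PTHR1 and a GloSensor cAMP reporter, 3,000/well, plated overnight, given luciferin plus IBMX (each 0.5 mM as added) for 1 h at 37 °C, then compound for 1 h at 37 °C. Luminescence was read after 15 min at room temperature.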
GLP1R ag: qHTS of GLP-1 Receptor Agonists. AID 624172, 2012. Potency, µM (titrated, usually from 45.6 µM), inactives show top-dose activation, most hits filed as activators. HEK293 GLP-1R CRE-luciferase, luminescence, 4-6 h; cells express a hypersensitive GLP-1R form. actives 0.007% (n = 380,000); also: potency is read from the fitted curve at half-maximal effect; % of control where 0% means no effect
Akt phos inh: HTS Assay for Inhibitors of Akt Phophorylation: Primary Screen | AID 651550, 2012 | activity change, % for hits at 50 µM | Neuro2A IGF-stimulated pAkt S473 HTRF, 20 min; stronger effect = lower value | actives 0.32% (n = 360,000); in the data active = activity change below about -80%; inconclusive = mostly about -51% to -80%; also: % is scaled to controls: 0 for no effect and ±100 for the full control effect
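Single-point screen (50 µM final compound) in Neuro2A cells stimulated 20 min with 6 nM IGF at 37 deg C. After lysis, Ser473-phosphorylated Akt read by HTRF (ex 330 nm, em 615/665 nm) as the 665/615 ratio.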
D3 antag: qHTS of D3 Dopamine Receptor Antagonist: qHTS; D(3) dopamine receptor (Homo sapiens), P35462; D3R cells, DiscoveRx beta-arrestin luminescence, antagonist mode; stronger effect = lower value; max response, negative = inhibition, %; actives 2.5% (n = 360,000); AID 652054, 2013; in the data active = max response below about -50%; inconclusive = no clear call, values can overlap the other calls; also: % is scaled to controls: 0 for no effect and ±100 for the full control effect; mostly tested at two doses, the higher about 12 µM
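Cells plated overnight at 1500 cells/well, then exposed to library compounds with dopamine controls for 90 minutes at 37 degrees C. DiscoveRx reagent added for 30–60 minutes at room temperature; luminescence read, quantitative HTS format.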
FUS suppressor: qHTS for Suppressors of FUS Proteinopathy: Primary screen using FUS-linked yeast assay | S. cerevisiae FUS-expressing, growth rescue, OD600, 24 h | Potency, µM (top dose mostly 76.6 µM), without a hit: top-dose growth rescue (activation), hits mostly activators | actives 0.24% (n = 390,000);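 also: potency is read from the fitted curve at half-maximal effect; plate controls were DMSO vehicle for no effect and reference control for full effect; nearly all actives have a fitted effect of over 55% in size; some results filed as inactive show a strong effect at the top dose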
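Cultures pregrown in 2.5% raffinose medium are shifted to minimal medium containing 2% galactose to express toxic FUS. Compounds are tested at several concentrations. After 24hr at 30C, growth is quantified at 600 nm absorbance.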
aSyn rescue: qHTS of alpha-syn Inhibitors; actives 0.14% (n = 370,000); AID 652106, 2013; Potency, µM (series often up to 46.1 µM), for inactives: at the top dose growth rescue (activation), usual class: activators; Yeast expressing alpha-synuclein, growth rescue, BacTiter-Glo, 24 h; also: potency is read from the fitted curve at half-maximal effect; % of control where 0% means no effect; nearly all actives have a fitted effect of over 65% in size
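Screening used galactose-induced yeast with toxic alpha-synuclein levels, exposed to compound for 24 hr at 30 deg C. Cell growth, read with BacTiter-Glo luminescence, gave the measured signal.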
Abeta yeast res: qHTS for compounds that reverse cellular toxicity of Amyloid beta (A-beta) peptide in yeast: Primary Screen; AID 1347071, 2019; Potency, µM (highest dose often 46.1 µM), for inactives: at the highest dose growth rescue, most hits filed as activators; yeast expressing A-beta42, growth rescue, OD600, 48 h; response scale: 0% DMSO, 100% iron-clioquinol control; actives 0.063% (n = 410,000); also: potency is read from the fitted curve at half-maximal effect; nearly all actives have a fitted effect of over 55% in size
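Growth rescue measured by 600 nm absorbance after 48 h yeast culture at 30 C with compound. Values normalized between DMSO and an equimolar ferric chloride plus clioquinol control.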
Active calls of the source: *; & = joins results of further samples; [ ] = remark or other dose. Unless noted, calls follow the shape of the dose curve; as a rule, active = well fitted curve in the direction sought with a large enough effect; inconclusive = small, poorly fitted or top-dose-only effect, or another doubt; inactive = no such curve, though single readings can be large; an effect the other way counts as inactive or inconclusive. Some of the compounds tested; the hit share may differ from the screen's.

Results for CCCCOc1ccc(C(C)NC(=O)C2CCCN(S(=O)(=O)CC)C2)cc1 (configuration not stated) ?
GLP1R inv ag: -28%; TDP43 rescue: 13%; PTHR1 agonist: inactive; GLP1R ag: -2%; Akt phos inh: inactive; D3 antag: 18; FUS suppressor: 13%; aSyn rescue: 2%; Abeta yeast res: -8%

Results for Oc1ccc(-c2nc3ccccc3nc2-c2ccc(O)cc2O)c(O)c1 ?
GLP1R inv ag: 4.5µM*; TDP43 rescue: -13%; PTHR1 agonist: inactive; GLP1R ag: 9%; Akt phos inh: inactive; D3 antag: -8; FUS suppressor: 5%; aSyn rescue: -7%; Abeta yeast res: -2%

Results for CCCOc1ccc(S(=O)(=O)NCc2ccc(OC)cc2)cc1 ?
GLP1R inv ag: inconclusive; TDP43 rescue: inconclusive; PTHR1 agonist: -19%[57.5 µM]; GLP1R ag: 1%; Akt phos inh: inactive; D3 antag: -10; FUS suppressor: -3%; aSyn rescue: -2%; Abeta yeast res: -14%

What do the screens show for `COc1ccc(C(=O)NC2CC2)cc1OC1CCN(Cc2ccc(F)cc2F)CC1`?
GLP1R inv ag: -9%; TDP43 rescue: 4%; PTHR1 agonist: inactive; GLP1R ag: -9%; Akt phos inh: inactive; D3 antag: -20; aSyn rescue: 0%; Abeta yeast res: -11%

What do the screens show for `Cc1cccc(C)c1-c1ccc(CN2C(CC(C)C)C(=O)N(Cc3cn(CCO)nn3)CCS2(=O)=O)cc1` (configuration not stated)?
GLP1R inv ag: inconclusive; TDP43 rescue: inconclusive; PTHR1 agonist: -17%; GLP1R ag: 5%; Akt phos inh: inactive; D3 antag: 72; FUS suppressor: inconclusive; aSyn rescue: -49%[inhibitor]; Abeta yeast res: -5%

Results for Cc1cc(C)n(CCN(C)C(=O)CCc2nnc(CCC3CCCCC3)o2)n1 ?
GLP1R inv ag: 6%; TDP43 rescue: 18%; PTHR1 agonist: -39%[inhibitor]; GLP1R ag: 1%; Akt phos inh: inactive; D3 antag: 13; FUS suppressor: -2%; aSyn rescue: 5%; Abeta yeast res: -2%

How did COC(=O)[C@@]1(Cc2ccccc2)[C@H]2C(=O)N(Cc3ccccc3)C(=O)[C@H]2[C@H]2CN=C(SCC3CC3)N21 do in these assays?
GLP1R inv ag: inconclusive; TDP43 rescue: 16%; PTHR1 agonist: -6%; GLP1R ag: 0%; Akt phos inh: inactive; D3 antag: 20; FUS suppressor: -7%; aSyn rescue: 2%; Abeta yeast res: 10%

How did COc1cc(NC(=O)c2cc3sccc3n2C)cc(OC)c1 do in these assays?
GLP1R inv ag: 0%; TDP43 rescue: 2%; PTHR1 agonist: inactive; GLP1R ag: 5%; Akt phos inh: inactive; D3 antag: 19; FUS suppressor: 37%; aSyn rescue: 12%; Abeta yeast res: -20%

What do the screens show for `Cc1ccc(OCC(=O)Nc2ccc(CN3CCOCC3)cc2)cc1C`?
GLP1R inv ag: inconclusive; TDP43 rescue: -10%; PTHR1 agonist: -45%[inhibitor]; GLP1R ag: 0%; Akt phos inh: inactive; D3 antag: -7; FUS suppressor: 19%; aSyn rescue: -5%; Abeta yeast res: -6%

How did COC(=O)C(C)n1cnc2c(nnn2Cc2ccc(Cl)cc2)c1=O (configuration not stated) do in these assays?
GLP1R inv ag: -8%; TDP43 rescue: 16%; PTHR1 agonist: -4%; GLP1R ag: 1%; Akt phos inh: inactive; D3 antag: 2; aSyn rescue: 10%; Abeta yeast res: -15%

Compounds above with a halogen (2):
What do the screens show for `COc1ccc(C(=O)NC2CC2)cc1OC1CCN(Cc2ccc(F)cc2F)CC1`?
GLP1R inv ag: -9%; TDP43 rescue: 4%; PTHR1 agonist: inactive; GLP1R ag: -9%; Akt phos inh: inactive; D3 antag: -20; aSyn rescue: 0%; Abeta yeast res: -11%

How did COC(=O)C(C)n1cnc2c(nnn2Cc2ccc(Cl)cc2)c1=O (configuration not stated) do in these assays?
GLP1R inv ag: -8%; TDP43 rescue: 16%; PTHR1 agonist: -4%; GLP1R ag: 1%; Akt phos inh: inactive; D3 antag: 2; aSyn rescue: 10%; Abeta yeast res: -15%

Next part
What do the screens show for `O=C(O)c1cc(N=Cc2c(O)c3ccccc3oc2=O)ccc1O`?
GLP1R inv ag: -27%; TDP43 rescue: -13%; PTHR1 agonist: -1%; GLP1R ag: -1%; Akt phos inh: inactive; D3 antag: -9; FUS suppressor: 5%; aSyn rescue: -2%; Abeta yeast res: 0%

What do the screens show for `Cc1cc2nc(SCC(=O)Nc3nonc3C)c3c(c2cc1C)CCCC3`?
GLP1R inv ag: -14%; TDP43 rescue: -6%; PTHR1 agonist: inactive; GLP1R ag: -14%; Akt phos inh: -91%*; D3 antag: 19; FUS suppressor: 5%; aSyn rescue: -1%; Abeta yeast res: 8%

How did Cc1ccc2[nH]c(C(=O)Nc3ccc(F)cc3)cc2c1 do in these assays?
GLP1R inv ag: 14%; TDP43 rescue: 14%; PTHR1 agonist: -43%[inhibitor]; GLP1R ag: 7%; Akt phos inh: inactive; D3 antag: 3; FUS suppressor: -5%; aSyn rescue: -1%; Abeta yeast res: -4%

How did CN(C)/C=C(\C=O)c1c(Cl)cccc1Cl do in these assays?
GLP1R inv ag: 15%; TDP43 rescue: -7%; PTHR1 agonist: -3%; GLP1R ag: -2%; Akt phos inh: inactive; D3 antag: 0; FUS suppressor: -16%; aSyn rescue: 0%; Abeta yeast res: -5%

Results for CC(=O)Nc1ccc(S(=O)(=O)N2CCCC2C(=O)Nc2ccc(F)cc2)cc1 (configuration not stated) ?
GLP1R inv ag: -6%; TDP43 rescue: 10%; PTHR1 agonist: inactive; GLP1R ag: 1%; Akt phos inh: inactive; D3 antag: 9; FUS suppressor: 15%; aSyn rescue: -1%; Abeta yeast res: 3%

What do the screens show for `CCCCOc1cc(C(=O)NCCN(CC)CC)c2ccccc2n1`?
GLP1R inv ag: inconclusive; TDP43 rescue: -2%&12%; PTHR1 agonist: -18%&-3%; GLP1R ag: -1%; Akt phos inh: inactive; D3 antag: 0&-3; FUS suppressor: -35%&-32%; aSyn rescue: -20%&5%; Abeta yeast res: 0%&-12%

How did COc1ccc(CCN2C(=O)NC(NC(=O)C(C)(C)C)(C(F)(F)F)C2=O)cc1OC (configuration not stated) do in these assays?
GLP1R inv ag: 2%; TDP43 rescue: -11%; PTHR1 agonist: inactive; GLP1R ag: 3%; Akt phos inh: inactive; D3 antag: 17; FUS suppressor: -2%; aSyn rescue: -8%; Abeta yeast res: 4%

What do the screens show for `O=C(NNS(=O)(=O)c1ccc([N+](=O)[O-])cc1)C(=O)Nc1cccc(C(=O)O)c1`?
GLP1R inv ag: 11%; TDP43 rescue: 0%; PTHR1 agonist: -19%; GLP1R ag: -5%; Akt phos inh: inactive; D3 antag: -18; FUS suppressor: -4%; aSyn rescue: -14%; Abeta yeast res: 5%

What do the screens show for `O=C(CNCc1ccc(Cl)cc1)Nc1ccc(C(=O)N2CCCCC2)cc1`?
GLP1R inv ag: inconclusive; TDP43 rescue: -21%; PTHR1 agonist: -13%; GLP1R ag: 10%; Akt phos inh: inactive; D3 antag: -2; FUS suppressor: -17%; aSyn rescue: 0%; Abeta yeast res: -10%

How did COc1ccc(NC(=O)C2=C(C)C(=O)OC23CCN(C(C)C)CC3)cc1Cl do in these assays?
GLP1R inv ag: 16%; TDP43 rescue: -9%; PTHR1 agonist: 17%; FUS suppressor: 19%; Abeta yeast res: -10%

Results for COc1cc(/C=N/NC(=O)c2ccc(=O)[nH]n2)ccc1O ?
GLP1R inv ag: 6%; TDP43 rescue: 10%; PTHR1 agonist: inactive; GLP1R ag: -5%; Akt phos inh: inactive; D3 antag: 9; aSyn rescue: 3%; Abeta yeast res: -7%

What do the screens show for `COC(=O)c1ccc(NS(=O)(=O)c2cc3c4c(c2)CCN4C(=O)CC3)cc1`?
GLP1R inv ag: 57%[activator]; TDP43 rescue: -8%; PTHR1 agonist: -18%; GLP1R ag: 14%; Akt phos inh: inactive; D3 antag: 3; FUS suppressor: 8%; aSyn rescue: -1%; Abeta yeast res: -8%

What do the screens show for `CC(C)N(C(=S)Nc1ccc(S(=O)(=O)N2CCOCC2)cc1)c1ccccc1`?
GLP1R inv ag: -2%; TDP43 rescue: -47%; PTHR1 agonist: -22%; GLP1R ag: 5%; Akt phos inh: inactive; D3 antag: -13; FUS suppressor: -1%; aSyn rescue: -17%; Abeta yeast res: 2%

Results for O=c1cc(N2CCc3ccccc3C2)[nH]c(=O)n1-c1ccccc1Cl ?
GLP1R inv ag: 15%; TDP43 rescue: 0%; PTHR1 agonist: -51%[inhibitor]; GLP1R ag: 0%; Akt phos inh: inactive; D3 antag: 0; FUS suppressor: -1%; aSyn rescue: 2%; Abeta yeast res: 5%

Results for Cc1ccc(/C=N/NC(=O)c2cccc(NC(=O)c3ccccc3C)c2)o1 ?
GLP1R inv ag: -9%; TDP43 rescue: -1%; PTHR1 agonist: inactive; GLP1R ag: 9%; Akt phos inh: inactive; D3 antag: 7; FUS suppressor: inconclusive; aSyn rescue: 3%; Abeta yeast res: 4%

Screening data deposited in PubChem by National Center for Advancing Translational Sciences (NCATS).
